CD40 NFkB inh: CD40 pathway inhibition in BL2 cells. BL2 NF-kB luciferase reporter, CD40L-induced, 4 h. inhibition, % at 10 µM. 83,000 tested, 0.94% active. AID 1053188;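 active = mean inhibition of at least 50% with a set share of replicates also reaching that level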;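 note: 0% = neutral control wells and 100% = IKK inhibitor VII at 50 µM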
Numbers without * were called inactive; [ ] = remark or other dose.

SMILES | CD40 NFkB inh
COc1ccc(C)cc1NC(=O)CC(NC(C)=O)c1ccccc1 (configuration not stated) | 4.3
CCc1noc(C)c1C(=O)NNC(=O)COc1ccccc1C | 3.3
O=C(CCCc1ccccc1)NCc1ccc2c(c1)OCO2 | -2.3
C[C@H](CO)N1C[C@H](C)[C@H](CN(C)C(=O)c2ccccc2)OCc2cn(nn2)CCCC1=O | 1.8
O=C(Nc1nc2ccc([N+](=O)[O-])cc2s1)c1ccncc1 | -92.1
CCCC#Cc1ccc([C@@H]2[C@H](C#N)N(S(C)(=O)=O)[C@H]2CO)cc1 | -8.1[25 µM]
CN(C)CC(=O)N[C@@H]1C=C[C@H](CC(=O)NCc2ccc(Cl)cc2)O[C@@H]1CO | -0.9[25 µM]
CCCCNCc1ccc(SC)cc1 | 5.9
O=C(CSc1nc2ccccc2c(=O)n1CCCO)Nc1ccc2c(c1)OCCO2 | -8.9
COc1cc2c(cc1OC)C(C)N(S(=O)(=O)c1cn(C)cn1)CC2 (configuration not stated) | 2.5
O=S(=O)(N/N=C/c1cccc(OC2CSC2)c1)c1ccccc1 | -27.8
CC(=O)Nc1nc(CCC(C)C)cc2c1c(=O)oc1ccccc12 | 2.0
O=C(Nc1cccc2cccnc12)c1ccc(Br)o1 | -29.6
Cc1ccc(NC(=O)C2=CC=CN3CCS(=O)(=O)N=C23)cc1 | -6.8
CC(=O)c1ccc(S(=O)(=O)N2CCN(C)CC2)cc1 | 13.6
O=C(O)c1cccc(Nc2nc(-c3ccccc3)nc3ccccc23)c1 | -1.6
Cc1noc(C)c1COc1cccc(C(=O)OCCOc2ccc(F)cc2)c1 | -12.5
Cc1noc(C)c1NC(=O)Nc1ccc2c(c1)C(=O)N([C@H](C)CO)C[C@@H](C)[C@@H](CN(C)S(=O)(=O)c1cccs1)OCCCC[C@H](C)O2 | -24.8[25 µM]
CCOC(=O)Nc1sc2c(c1C#N)CCC(C)C2 (configuration not stated) | -101.7
Nc1ccc2c(c1)C(=O)c1cc(Cl)c(Cl)cc1-2 | -8.9
C/C=C/c1ccc2c(c1)O[C@@H](CN(C)C(=O)Nc1ccc(OC)cc1)[C@H](C)CN([C@H](C)CO)S2(=O)=O | -7.2[25 µM]
COCC#Cc1ccc([C@@H]2[C@H](CO)N3C(=O)CN(C(=O)Nc4ccccc4F)C[C@@H]23)cc1 | -6.3[25 µM]
C/C=C/c1ccc([C@@H]2[C@@H](CO)N(C(C)=O)[C@H]2CN(C(=O)COC)C(C)C)cc1 | 3.2[25 µM]
Cc1cccc(OCC(=O)N2CCc3ccccc3C2)c1C | -4.4
O=C(CCN1CCCCC1)NCC[C@@H]1CC[C@@H](NS(=O)(=O)c2cccc(Cl)c2)[C@@H](CO)O1 | -3.5[25 µM]
CCN1CCC(C(N)=O)CC1 | 11.4
CC(=O)N1CCN(c2ccc(NCc3cccs3)cc2)CC1 | -9.2
CC(C)(O)C#Cc1ccc([C@H]2[C@H](CO)N3CCCCN(C(=O)c4ccncc4)C[C@@H]23)cc1 | 2.0[25 µM]
[O-][n+]1ccc(CC(O)(C(F)(F)F)C(F)(F)F)cc1 | 3.6
O=C(O)CCCCCNS(=O)(=O)c1ccc(Cl)cc1 | 7.4
C[C@@H]1CN([C@@H](C)CO)C(=O)Cc2cc(NS(C)(=O)=O)ccc2O[C@@H]1CN(C)C(=O)Nc1ccccc1 | -7.1[25 µM]
COC(=O)c1c(C)nc(C)c(C(=O)OC)c1-c1cccs1 | 21.2
O=c1c(C=NCCCO)c(-c2ccccc2)[nH]n1-c1nc2ccccc2s1 | 27.2
O=C(Nc1ccccc1Oc1ccsc1C(=O)O)c1ccccc1 | 6.9
N#C[C@@H]1[C@@H](c2ccc(-c3ccccc3F)cc2)[C@H](CO)N1C(=O)C1CC1 | -16.5
CC(C)CN(C(=O)COC(=O)Cn1cnc2ccccc2c1=O)C1CCS(=O)(=O)C1 (configuration not stated) | 4.2
Cc1cc(C)c2c(n1)sc1c(=O)n(-c3ccccc3)c(=O)[nH]c12 | 8.0
CC(=O)N1[C@H](CO)[C@H](c2ccc(-c3ccccc3)cc2)[C@H]1CNC(=O)C1CC1 | -11.1
O=C(OCC(=O)N1CCOCC1)c1cc(-c2ccccc2)nc2ccccc12 | -10.9
COCC#Cc1ccc2c(c1)O[C@H](CN(C)C(=O)C1CCOCC1)[C@H](C)CN([C@@H](C)CO)S2(=O)=O | -3.7[25 µM]
CSc1nsc(SC)c1NC(=O)OCC1CCCO1 (configuration not stated) | 14.6
N#C[C@@H]1[C@H](c2ccccc2)[C@@H](CO)N1C(=O)Cc1ccccc1 | -13.6[25 µM]
O=C(NCCCn1ccnc1)c1cccc(S(=O)(=O)Nc2ccc(F)cc2)c1 | 7.4
CSCCC(NC(N)=O)C(=O)N(C)CC(=O)Nc1cc(C)ccc1C (configuration not stated) | 3.4
C/C=C/c1ccc([C@@H]2[C@@H](CO)N3C(=O)CN(C(=O)Nc4cccc(OC)c4)C[C@@H]23)cc1 | -13.3[25 µM]
COc1cccc(CNC(=O)C[C@@H]2CC[C@H]3[C@@H](COc4ccc(NC(=O)c5cccs5)cc4C(=O)N3C)O2)c1 | 13.8[25 µM]
CCN(Cc1ccccc1)C(=O)COC(=O)[C@@H]1CCCN1C(=O)c1cccs1 | -24.4
Brc1cccc(/C=N/Nc2nn[nH]n2)c1 | 5.3
O=C(NC(=S)Nc1ccccc1OC(F)F)c1ccc2c(c1)OCO2 | -42.4
O=C(NCCN1CCCCC1)c1ccc(I)cc1 | -0.3[25 µM]
CC(NC(=O)COC(=O)c1cc2ccccc2cc1O)c1ccccc1 (configuration not stated) | 13.7
C[C@H](CO)N1C[C@H](C)[C@H](CN(C)Cc2ccc(O)cc2)OCc2ccccc2-c2ccccc2C1=O | -9.4
O=C(OCCOCCN=C1NS(=O)(=O)c2ccccc21)c1ccccc1 | 2.0
O=C(NNC1=NCCC1)C1CC1 | 6.7
Cc1nc2c3cc(Cl)ccc3n(CCN3CCOCC3)c2s1 | -2.2
COc1ccc(C(=O)NCCc2c[nH]c3ccccc23)cc1S(=O)(=O)N1CCOCC1 | 4.9
CN1C(=O)c2cc(NC(=O)c3cscn3)ccc2OC[C@@H]2O[C@H](CC(=O)NCc3ccc(Cl)c(Cl)c3)CC[C@H]21 | -0.8[25 µM]
C[C@@H](O)C#Cc1ccc([C@H]2[C@@H](CO)N3CCCCN(S(=O)(=O)Cc4ccccc4)C[C@@H]23)cc1 | 1.9[25 µM]
CCOc1ccccc1OCc1nn2c(COc3ccccc3)nnc2s1 | 7.1
O=C(NCc1ccccc1F)[C@@H]1[C@@H](CO)[C@@H]2Cn3c(cccc3=O)[C@@H]2N1CC1CCCC1 | -6.5[25 µM]

Retrieved by compound from above:
SMILES | CD40 NFkB inh
CSc1nsc(SC)c1NC(=O)OCC1CCCO1 (configuration not stated) | 14.6
Cc1nc2c3cc(Cl)ccc3n(CCN3CCOCC3)c2s1 | -2.2
CC(NC(=O)COC(=O)c1cc2ccccc2cc1O)c1ccccc1 (configuration not stated) | 13.7
CN1C(=O)c2cc(NC(=O)c3cscn3)ccc2OC[C@@H]2O[C@H](CC(=O)NCc3ccc(Cl)c(Cl)c3)CC[C@H]21 | -0.8[25 µM]

Remaining list, next part
SMILES | CD40 NFkB inh
COc1ccc(-c2cc(NC(=O)c3cncn3-c3ccccc3)ccc2OC)cc1 | -7.5
O=C(COC(=O)c1ccc(Cl)nc1)NC1CCCCCC1 | -4.0
CC1CCCN(CC(=O)NNC(=O)COc2ccc(Br)cc2)C1 (configuration not stated) | -18.3
COc1cccc(NC(=O)N2C[C@H](O)COC[C@@H]3O[C@@H](CC(=O)N(C)C)CC[C@H]32)c1 | -11.9[25 µM]
Cc1nc(C(F)(F)F)ccc1C(=O)N1CCCC(C)(C(=O)O)C1 (configuration not stated) | 17.9
O=C(COC(=O)CCC(=O)c1ccc(F)cc1)NCc1ccc(Cl)cc1 | 5.5
COc1cccc(NC(=O)CSc2nnc(CNC(=O)c3ccco3)n2C)c1 | 6.5
OCCC1CN(Cc2ccc3c(c2)CCO3)CCN1C1CCCC1 (configuration not stated) | 3.2
O=C(c1cccc(F)c1)N1C[C@H]2[C@@H](c3ccccc31)[C@@H](CO)N2C(=O)C1CC1 | 4.4
Cc1c[nH]c2cccc(OCC(CNC(C)(C)C)OC(=O)c3ccccc3)c12 (configuration not stated) | 24.0
C[C@@H]1CN([C@H](C)CO)C(=O)CCCn2cc(nn2)CO[C@H]1CN(C)Cc1ccncc1 | 0.3
CCOC(=O)c1sc2ncn(/N=C/c3ccc(O)c(OC)c3)c(=O)c2c1C | -3.7
CCC(=O)N1[C@H](CN(CC)C(=O)c2cccc(F)c2)[C@H](c2ccccc2)[C@@H]1CO | 2.9[25 µM]
CCC(=O)Nc1c2c(nc3c1CCC3)CCCC2 | 4.0
COC(=O)C1C2CCC(C2)C1C(=O)OCC(=O)c1ccccc1 (configuration not stated) | 1.4
COc1ccccc1N(C(=O)NCc1ccccc1)C1=NCC(C)S1 (configuration not stated) | -1.1
Cn1c(SCC(O)c2ccccc2)nnc1-c1ccc2ccccc2c1 (configuration not stated) | -2.6
Cc1csc(SCC(=O)Nc2oc(C)c3c(C)n[nH]c(=O)c23)n1 | 8.1
CN(CCc1ccccn1)C(=O)CCNC(=O)Cn1cnc2ccccc2c1=O | 20.6
CCn1nc(NC(=O)c2cccnc2)c2cc3ccccc3nc21 | -2.0
COC(=O)C1=C(C)NC(C)=C([N+](=O)[O-])C1c1ccccc1C(F)(F)F (configuration not stated) | 16.4
C[C@@H]1CN([C@H](C)CO)C(=O)Cc2cc(N(C)C)ccc2O[C@@H]1CN(C)C(=O)NC1CCCCC1 | 10.2[25 µM]
CCN(Cc1ccccc1)S(=O)(=O)c1ccc(C(=O)N(CCCN(C)C)c2nc3cc4c(cc3s2)OCCO4)cc1 | 16.0
O=C(c1ccncc1)N1CCN(C(=O)c2cccc3ccccc23)CC1 | 10.3
Cc1cccc(OCc2occc2C(=O)Nc2cccc(-n3cnnn3)c2)c1 | 7.1
O=C1N[C@H](c2ccccc2)COCn2nncc2CC[C@H]1Cc1ccccc1 | -3.6[25 µM]
C[C@H](CO)N1C[C@H](C)[C@H](CN(C)Cc2ccc(Cl)c(Cl)c2)OCc2ccccc2-c2ccccc2C1=O | 14.6[25 µM]
CO[C@H]1CC[C@H]2CCOc3c(C#N)cccc3C(=O)N(C)C[C@@H](OC)[C@H](C)C(=O)N(C)C[C@H]1O2 | -2.4[25 µM]
COc1cccc2c(=O)c3ccccc3oc12 | -44.4
Cc1ccnn1-c1ccc(C(=O)NCc2ccccc2CN2CCOCC2)cc1 | 2.5
COc1cccc(C(=O)N2CCN(Cc3nc(-c4ccoc4)oc3C)CC2)c1 | 5.3
Cc1cc(NC(=O)COC(=O)COc2ccc3c4c(c(=O)oc3c2)CCC4)no1 | -0.5
CN1C(=O)c2cc(NC(=O)c3cccc(Cl)c3)ccc2OC[C@H]2O[C@@H](CC(=O)NC3CCCCC3)CC[C@H]21 | 17.8[25 µM]
CC1C2C(C)N(C)C(=O)N(C)C2N(C)C(=O)N1C (configuration not stated) | 14.3
COc1ccc(C(=O)N2CCN=C2SC)cc1OC | 3.5
CC(C)N(C)C(=O)CCc1nnc(CCc2c[nH]c3ccccc23)o1 | 12.3
Cc1cc(C)n2nc(SCC(=O)N(C)C3CCCCC3)nc2n1 | -5.6
COc1ccc(NC(=O)N(C)C[C@H]2OCc3ccccc3-c3c(n(C)c4ccccc34)C(=O)N([C@@H](C)CO)C[C@H]2C)cc1 | -1.9
CCN(CC(=O)Nc1cc(Cl)ccc1C)C(=O)COc1ccccc1F | 16.7
COc1ccc(-c2ccc3n(c2=O)C[C@@H]2[C@@H](CO)[C@H](C(=O)NCCN4CCCCC4)N(C)[C@H]32)cc1 | 4.8[25 µM]

Three compounds from above, sorted by SMILES length, highest first:
SMILES | CD40 NFkB inh
CN1C(=O)c2cc(NC(=O)c3cccc(Cl)c3)ccc2OC[C@H]2O[C@@H](CC(=O)NC3CCCCC3)CC[C@H]21 | 17.8[25 µM]
COc1cccc(C(=O)N2CCN(Cc3nc(-c4ccoc4)oc3C)CC2)c1 | 5.3
Cc1ccnn1-c1ccc(C(=O)NCc2ccccc2CN2CCOCC2)cc1 | 2.5

Another view of part of the listing above:
CD40 NFkB inh	SMILES
14.6[25 µM]	C[C@H](CO)N1C[C@H](C)[C@H](CN(C)Cc2ccc(Cl)c(Cl)c2)OCc2ccccc2-c2ccccc2C1=O
-2.4[25 µM]	CO[C@H]1CC[C@H]2CCOc3c(C#N)cccc3C(=O)N(C)C[C@@H](OC)[C@H](C)C(=O)N(C)C[C@H]1O2
-44.4	COc1cccc2c(=O)c3ccccc3oc12
2.5	Cc1ccnn1-c1ccc(C(=O)NCc2ccccc2CN2CCOCC2)cc1
5.3	COc1cccc(C(=O)N2CCN(Cc3nc(-c4ccoc4)oc3C)CC2)c1

(continued)
SMILES | CD40 NFkB inh
Cc1cc(C(=O)COC(=O)c2ccc(CO)cc2)c(C)n1CC1COc2ccccc2O1 (configuration not stated) | 4.7
CC(=O)Nc1cccc(-c2nnc3c4ccccc4c(C)nn23)c1 | -2.8
C[C@@H]1CN([C@H](C)CO)C(=O)c2cccc(NC(=O)c3nc4ccccc4s3)c2O[C@H]1CN(C)Cc1ccc(C(F)(F)F)cc1 | 1.5[25 µM]
c1ccc(-c2csc3ncn4cnnc4c23)cc1 | 22.1
CC(C(=O)Nc1cccc(C#N)c1)N(C)CCOc1ccccc1 (configuration not stated) | -0.6
CN(Cc1ccc(F)cc1)C(=O)c1ccc(NC(=O)CC2SC(N3CCCC3)=NC2=O)cc1 (configuration not stated) | 0.8
O=C(NCc1ccc2c(c1)OCO2)Nc1ccc2ccccc2c1 | 4.7
CSc1nc(N2CCOCC2)cc(N2CCOCC2)n1 | 4.7
COc1ccc(-c2ccccc2[C@H]2[C@@H](CO)N(C(=O)C3CCCC3)[C@H]2C#N)cc1 | 3.3
c1ccc(-c2noc(-c3cccnc3)n2)nc1 | -3.5
NS(=O)(=O)c1ccc(CCNC(=O)COC(=O)/C=C/c2ccc(OC(F)F)cc2)cc1 | -16.1
COC(=O)c1ccc(NC(=O)CCN2CCN(Cc3ccccc3)CC2)cc1 | 9.3
NNC(=O)c1nc(Cl)c(Cl)c(N)c1Cl | -0.9
OC(CN1CCN(Cc2ccccc2)CC1)c1ccccc1 (configuration not stated) | -6.8

Assay outcomes deposited in PubChem BioAssay by Broad Institute.

The list is partial; count on the stated rates, not on these rows.
